Bcl-W Bim block – disrupts Bim peptide binding to human Bcl-W; AID 952; Q92843; bead-based flow cytometry; inhibition, % at 10 µM; 0.02% of 190,000 active;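 further: 0% = bound tracer without compound and 100% = peptide blocker; higher means less fluorescent Bim peptide bound to Bcl-W beads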
RGS4-Gao reg – human RGS4-Galphao interaction regulation | P09471 | Multiplexed bead flow cytometry, RGS4-Galphao binding; actives lie on both sides | binding response (% of control), % at 10 µM | 0.33% of 220,000 active; in the data active means binding response below about 49% or above about 150%; inactive means in between;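 further: fluorescent Galphao activated with aluminum fluoride binding bead-coupled RGS4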
Avidin bead fluor – compound fluoresces at 488/530 nm on avidin beads. compound fluorescence 488/530 nm, flow cytometry; stronger effect = higher value. fluorescence (KMESF) at 10 µM. 0.38% of 220,000 active. AID 1775; in the data active means fluorescence above about 47; further: inactives centre near 10
ABCG2 block – blocks JC-1 efflux by human ABCG2 transporter; Q9UNQ0; IgMXP3 cells, flow cytometry; inhibition, % at 6.6 µM; 0.1% of 190,000 active; AID 1325;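 active means inhibition above 80%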;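 further: 0% = DMSO and 100% = nicardipine control wells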
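Test system: IgMXP3 (ABCG2) plus far-red-tagged CCRF-Adr (ABCB1) cells. Reagent: JC-1 dye as substrate. Timing: 10 min exposure at 25 °C with rotation, no wash. Measured by: flow cytometric JC-1 green MFI at 530 nm. Read-out: percent efflux inhibition, scaled nicardipine 100% to DMSO 0%. Control set: nicardipine and DMSO wells.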
ABCB1 block – human ABCB1 inhibition, ABCG2 as counter-screen; P08183; CCRF-Adr cells, JC-1 efflux, flow cytometry; inhibition, % at 6.6 µM; 0.067% of 190,000 active; AID 1326; in the data active means inhibition above about 40%;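 further: 0% = vehicle and 100% = reference inhibitor; higher value means more JC-1 retained so stronger ABCB1 efflux block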
Target sequence (P08183 whole entry, looked up): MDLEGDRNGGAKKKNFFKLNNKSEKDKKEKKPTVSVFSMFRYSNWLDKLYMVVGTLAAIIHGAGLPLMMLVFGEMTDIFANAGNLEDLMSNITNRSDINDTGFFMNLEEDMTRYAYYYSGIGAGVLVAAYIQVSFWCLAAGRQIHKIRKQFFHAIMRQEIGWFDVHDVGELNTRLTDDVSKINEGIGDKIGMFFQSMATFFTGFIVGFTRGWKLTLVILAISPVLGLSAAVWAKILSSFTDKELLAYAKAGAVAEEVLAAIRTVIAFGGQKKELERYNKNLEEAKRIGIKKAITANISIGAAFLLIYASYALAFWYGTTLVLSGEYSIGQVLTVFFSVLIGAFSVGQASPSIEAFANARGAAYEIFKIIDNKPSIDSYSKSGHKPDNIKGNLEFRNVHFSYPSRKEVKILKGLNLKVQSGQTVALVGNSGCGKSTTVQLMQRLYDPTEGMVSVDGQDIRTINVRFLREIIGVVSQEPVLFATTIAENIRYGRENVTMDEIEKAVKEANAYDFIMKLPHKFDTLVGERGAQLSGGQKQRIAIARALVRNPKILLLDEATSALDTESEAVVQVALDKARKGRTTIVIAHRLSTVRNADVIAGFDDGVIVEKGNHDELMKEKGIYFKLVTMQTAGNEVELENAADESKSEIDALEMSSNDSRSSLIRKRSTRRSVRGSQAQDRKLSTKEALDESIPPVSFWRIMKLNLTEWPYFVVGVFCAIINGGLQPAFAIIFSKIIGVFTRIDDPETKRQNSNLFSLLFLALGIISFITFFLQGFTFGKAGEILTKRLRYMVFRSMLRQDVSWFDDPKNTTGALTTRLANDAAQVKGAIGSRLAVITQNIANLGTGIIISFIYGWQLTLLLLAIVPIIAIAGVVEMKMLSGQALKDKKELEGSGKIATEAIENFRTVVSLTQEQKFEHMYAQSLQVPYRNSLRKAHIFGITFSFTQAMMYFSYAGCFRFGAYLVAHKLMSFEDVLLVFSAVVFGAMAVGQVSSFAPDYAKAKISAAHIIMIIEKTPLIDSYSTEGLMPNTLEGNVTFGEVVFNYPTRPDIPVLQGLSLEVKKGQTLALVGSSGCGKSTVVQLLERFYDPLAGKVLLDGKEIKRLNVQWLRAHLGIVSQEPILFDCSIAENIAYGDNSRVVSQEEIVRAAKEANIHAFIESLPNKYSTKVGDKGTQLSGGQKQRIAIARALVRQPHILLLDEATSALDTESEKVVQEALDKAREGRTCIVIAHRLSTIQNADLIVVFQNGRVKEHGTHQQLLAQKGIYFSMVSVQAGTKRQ
Bcl-XL Bim block – disrupts Bim peptide binding to human Bcl-XL; bead flow cytometry, fluorescence; inhibition, % at 10 µM; 0.04% of 190,000 active; AID 1007
Bcl-B Bim block – human Bim-Bcl-B interaction inhibition | Q9HD36 | bead-based flow cytometry, Bim peptide-Bcl-B binding | inhibition, % at 10 µM | 0.073% of 190,000 active | AID 951;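 further: 0% = tracer peptide without compound and 100% = reference inhibitor peptide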
Bcl-2 Bim block – human Bim-Bcl-2 interaction inhibition; Bead-based flow cytometry, Bim peptide-Bcl-2 binding; inhibition, % at 10 µM; 0.06% of 190,000 active; in the data active means inhibition above about 40%; inconclusive means no clear call, values can overlap the other calls;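 further: 0% = no compound wells with probe peptide and 100% = reference peptide inhibitor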
Bfl-1 Bim block – disrupts Bim binding to human Bfl-1 | Q16548 | Bead-based flow cytometry, Bim-Bfl-1 binding inhibition | inhibition, % at 10 µM | 0.12% of 190,000 active | AID 1008;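 further: 0% = wells without compound plus tracer and 100% = blocker peptide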
RGS7-Gao – modulates binding of RGS7 to human Galphao | P09471 | Multiplexed bead flow cytometry; actives lie on both sides | binding response (% of control), % at 10 µM | 0.35% of 220,000 active | AID 1439; in the data active means binding response below about 49% or above about 150%; inconclusive means no clear call, values can overlap the other calls; inactive means in between;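 further: fluorescent Galphao held in activated GDP-AlF4 state binding bead-coupled RGS7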
GSH fluor – GSH bead compound fluorescence profile | fluorescence (KMESF) at 10 µM | 0.25% of 190,000 active | AID 1776 | GSH beads flow cytometry, compound fluorescence 488/530 nm; stronger effect = higher value; in the data active means fluorescence above about 89;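 further: glutathione beads carrying GST-tagged Bcl family fusion proteins plus one bare bead set; values are compound well signal with DMSO vehicle wells as background; inactives centre near 16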
An asterisk follows results filed as active; ? = inconclusive; · = no result given. Unless noted, no stated cut-off is given here; in the data, active means inhibition above about 40%.

Sample of the layout (nine entries):
SMILES | Bcl-W Bim block | RGS4-Gao reg | Avidin bead fluor | ABCG2 block | ABCB1 block | Bcl-XL Bim block | Bcl-B Bim block | Bcl-2 Bim block | Bfl-1 Bim block | RGS7-Gao | GSH fluor
O=C(NS(=O)(=O)c1ccccc1)c1ccccc1F | -1 | 100 | 10 | 1 | 0.0 | -15 | -8 | -7 | -7 | 96 | 22
O=C(O)CNc1ncccc1[N+](=O)[O-] | -3 | 100 | 9 | 14 | 0.5 | -3 | -2 | -2 | 3 | 103 | 11
CSCCCNC(=O)c1ccc(OC2CCN(CCc3ccccc3)CC2)cc1 | -6 | 112 | 1 | 6 | 2.6 | -8 | -8 | -2 | -7 | 105 | 13
CCOC(=O)C1CCN(CCC(=O)Nc2ccc(F)cc2)CC1 | -3 | 108 | 6 | 0 | -0.1 | -3 | -4 | -2 | 1 | 107 | 15
Cc1ccc(-c2ccc(CCC(=O)O)n2CC2CCCO2)cc1 (stereo unspecified) | 0 | 95 | 9 | 0 | 0.1 | 0 | 2 | 0 | 0 | 92 | 10
CC(C)[C@@H](C(=O)N1CCN(C(=O)OC(C)(C)C)CC1)n1cc(CCO)nn1 | -1 | 91 | 6 | 2 | 0.4 | 3 | 3 | -3 | 3 | 95 | 20
CC1(C)Cc2c(C#N)c(NCCc3ccccc3)nc(-c3ccco3)c2CO1 | 1 | 98 | 37 | 1 | 0.2 | -1 | -3 | -1 | 8 | 99 | 10
COc1ccc(C(=O)Nc2ccc(C)cn2)c(OC)c1 | 1 | 96 | 5 | 5 | 0.4 | 0 | -8 | -8 | -8 | 96 | 39
C/C(=C\C(=O)c1ccc(C)cc1)Nc1cccc(O)c1 | -1 | 99 | 12 | -2 | 0.2 | -7 | -5 | -6 | -14 | 96 | 36

The whole of this part, repeating the preview:
SMILES | Bcl-W Bim block | RGS4-Gao reg | Avidin bead fluor | ABCG2 block | ABCB1 block | Bcl-XL Bim block | Bcl-B Bim block | Bcl-2 Bim block | Bfl-1 Bim block | RGS7-Gao | GSH fluor
O=C(NS(=O)(=O)c1ccccc1)c1ccccc1F | -1 | 100 | 10 | 1 | 0.0 | -15 | -8 | -7 | -7 | 96 | 22
O=C(O)CNc1ncccc1[N+](=O)[O-] | -3 | 100 | 9 | 14 | 0.5 | -3 | -2 | -2 | 3 | 103 | 11
CSCCCNC(=O)c1ccc(OC2CCN(CCc3ccccc3)CC2)cc1 | -6 | 112 | 1 | 6 | 2.6 | -8 | -8 | -2 | -7 | 105 | 13
CCOC(=O)C1CCN(CCC(=O)Nc2ccc(F)cc2)CC1 | -3 | 108 | 6 | 0 | -0.1 | -3 | -4 | -2 | 1 | 107 | 15
Cc1ccc(-c2ccc(CCC(=O)O)n2CC2CCCO2)cc1 (stereo unspecified) | 0 | 95 | 9 | 0 | 0.1 | 0 | 2 | 0 | 0 | 92 | 10
CC(C)[C@@H](C(=O)N1CCN(C(=O)OC(C)(C)C)CC1)n1cc(CCO)nn1 | -1 | 91 | 6 | 2 | 0.4 | 3 | 3 | -3 | 3 | 95 | 20
CC1(C)Cc2c(C#N)c(NCCc3ccccc3)nc(-c3ccco3)c2CO1 | 1 | 98 | 37 | 1 | 0.2 | -1 | -3 | -1 | 8 | 99 | 10
COc1ccc(C(=O)Nc2ccc(C)cn2)c(OC)c1 | 1 | 96 | 5 | 5 | 0.4 | 0 | -8 | -8 | -8 | 96 | 39
C/C(=C\C(=O)c1ccc(C)cc1)Nc1cccc(O)c1 | -1 | 99 | 12 | -2 | 0.2 | -7 | -5 | -6 | -14 | 96 | 36
O=C(NCCN1CCOCC1)c1ccc(F)cc1 | 1 | 98 | 11 | 0 | 0.1 | 1 | -4 | 5 | 13 | 97 | 16
CCN(CC)CCNC(=O)CS(=O)Cc1nc(-c2ccc(Cl)cc2)oc1C (stereo unspecified) | 0 | 97 | 8 | 9 | 0.7 | -1 | -1 | 0 | 1 | 94 | 14
CCOc1ccc(NC(=O)CN(C)Cc2cc(=O)n3c(-c4ccccc4)csc3n2)cc1OCC | 1 | 106 | 9 | 1 | 0.0 | 0 | -3 | -4 | -3 | 104 | 24
COc1cccc(N=Nc2c(=O)[nH]n3c(C)cc(C)nc23)c1 | -1 | 94 | 2 | 3 | 0.5 | -3 | 0 | -1 | 0 | 94 | 6
COc1ccc(N(C(C)C(=O)N/N=C/c2cc(Br)c(C)o2)S(C)(=O)=O)cc1 (stereo unspecified) | -4 | 100 | 12 | 2 | 0.0 | -3 | -5 | 0 | -7 | 109 | 13
Cc1[nH]n(-c2cccc(Cl)c2)c(=O)c1-c1ccc(Cl)cc1 | 0 | 100 | 11 | 0 | 0.0 | -5 | -7 | -2 | -16 | 99 | 30
Cc1nonc1OCCNCCNc1ccc([N+](=O)[O-])cc1Cl | 0 | 96 | 11 | 4 | 1.7 | -1 | -2 | -1 | -2 | 95 | 14
O=P(/C(=N/O)Sc1ccccc1)(N1CCOCC1)N1CCOCC1 | 0 | 112 | 23 | 1 | 0.4 | 0 | -2 | 0 | -1 | 111 | 10
COc1ccccc1OCCCN1C(=O)C(=O)c2cccc(C)c21 | -3 | 101 | 10 | 8 | 1.2 | -4 | -3 | -3 | -8 | 100 | 9
Cc1ccc(-c2cc(C(=O)Nc3ccccn3)c3ccccc3n2)o1 | 2 | 97 | 20 | 3 | 0.2 | 0 | -4 | 2 | 20 | 95 | 7
O=C(O)CCC(=O)Nc1ccc(C(=O)OCC(=O)c2ccc(Cl)cc2)cc1 | -1 | 103 | 11 | 0 | -0.1 | -2 | -3 | -1 | -3 | 108 | 16
O=C(NC(=S)NCCOCc1ccc(Cl)cc1)c1cccnc1 | -5 | 89 | 1 | 11 | · | -3 | -4 | -3 | 0 | 93 | 12
[O-]c1n[n+](-c2ccc(Cl)cc2)cc2ccccc12 | -1 | 99 | 10 | 1 | 0.3 | 1 | -9 | -4 | -5 | ? | 18
CCNC(=O)CC1C(=O)N(c2ccc(F)cc2)C(=O)N1CCC(C)C (stereo unspecified) | -4 | 91 | 4 | 0 | 0.1 | -4 | -7 | -6 | -12 | 81 | 34
Cc1nc(N2CCOCC2)[nH]c(=O)c1CCC(C)C | -2 | 101 | 35 | 2 | 0.3 | -1 | 0 | -5 | -1 | 101 | 22
Cc1ccc2[nH]c(-c3ccccc3)cc(=O)c2c1 | -1 | 98 | 33 | 0 | 0.2 | -2 | 0 | 0 | 0 | 103 | 12
C=CCOC(=O)CCP(=O)(CCC(=O)OCC=C)c1ccccc1 | -4 | 105 | 14 | 24 | 2.6 | -5 | -11 | -11 | -21 | 104 | 28
COc1ccc(OC)c(NC(=O)c2cccc(Cn3cc(Br)c([N+](=O)[O-])n3)c2)c1 | -3 | 102 | 3 | 26 | 3.2 | -2 | -3 | -5 | -2 | 99 | 8
CC1(C)CC(=O)C2=C(C1)OC(N)=C(C#N)C21CCN(Cc2ccccc2)CC1 | -4 | 101 | 24 | 0 | -0.1 | -1 | 0 | -3 | -2 | 97 | 12
COc1ccc(OC)c2sc(NC(=O)c3ccc(Br)s3)nc12 | 3 | 77 | 5 | -1 | -0.4 | 3 | 22 | 22 | 18 | 100 | 15
COc1ccc(-n2c(SCCC#N)nnc2-c2cc(Cl)ccc2OC)cc1Cl | -2 | 98 | 38 | 3 | 0.5 | 0 | -2 | -2 | -3 | 98 | 13
COC(=O)c1ccc(CNC(=O)c2c3c(nc4ccccc24)CCN(Cc2ccccc2)C3)cc1 | -4 | 91 | 9 | 8 | 1.4 | -6 | -12 | -6 | -17 | 92 | 12
CCOc1cc(Br)c(Br)c(C=Nc2ccc(NC(C)=O)cc2)c1O | 4 | 95 | 15 | -7 | -0.8 | -5 | -5 | 2 | 6 | 97 | 9
CC(C)(C)n1nnnc1C(c1ccccc1F)N(Cc1ccco1)CC1CCCO1 (stereo unspecified) | -3 | 94 | 1 | 3 | 0.7 | -2 | 0 | 0 | -1 | 96 | 20
CCCOc1ccc(Br)cc1/C=N/NC(=O)c1cc(OC)c(OC)c(OC)c1 | -3 | 101 | 2 | 9 | 1.6 | -5 | -6 | 4 | 0 | 101 | 6
O=C(NCCc1cccc(F)c1)[C@@H]1CSC2c3ccccc3C(=O)N21 (stereo partly specified) | -1 | 97 | 6 | 30 | -0.6 | -7 | -12 | -10 | -8 | 95 | 11
CCC1CCCCN1C(=O)COC(=O)c1ccc(S(=O)(=O)N2CCOCC2)cc1 (stereo unspecified) | -1 | 100 | 36 | 12 | 1.5 | -8 | -7 | -5 | -22 | 98 | 24
CC(O)CNCCOc1ccccc1-c1ccccc1 (stereo unspecified) | -1 | 90 | 10 | 5 | 0.3 | -5 | -5 | -6 | -7 | 82 | 10
Cc1ccc2nc(-c3ccc(NC(=O)COC(=O)c4ccc(=O)[nH]c4)cc3)sc2c1 | -4 | 88 | 14 | -1 | -0.2 | -5 | -7 | -9 | -15 | 88 | 11
N=c1n(CCN2CCOCC2)c2ccccc2n1CC(=O)c1ccc(Cl)c(Cl)c1 | -2 | 100 | 35 | 5 | 0.9 | -2 | 0 | -1 | 0 | 99 | 16
Cc1ccccc1OCc1nc2c3c(ncn2n1)-c1ccccc1CC31CCCC1 | 20 | 96 | 15 | 16 | 0.5 | 28 | 15 | 18 | 24 | 96 | 8
O=C(CCC(=O)NC1CCCCCCC1)Nc1nnc(C(F)(F)F)s1 | 0 | 103 | 9 | 4 | 1.2 | -16 | -8 | -8 | -12 | 100 | 32
Cc1ccc(SCCC(=O)Nc2cc(C)on2)cc1 | -1 | 102 | 9 | 4 | -0.1 | -5 | -2 | -3 | -4 | 103 | 24
Cc1ccc(S(=O)(=O)N2CCOCC2)cc1C(=O)NCc1ccc2c(c1)OCO2 | 0 | 99 | 8 | 2 | 1.1 | -4 | -7 | -10 | -11 | 98 | 16
Cc1ccc(-c2nc3ncccn3c2NC2CCCC2)o1 | 0 | 100 | 7 | 7 | 0.7 | 0 | -4 | 0 | 1 | 100 | 17
COC(=O)CN(c1ccc(C(C)C)cc1)S(=O)(=O)c1c(C)[nH]c(=O)[nH]c1=O | -2 | 90 | 7 | 0 | 0.3 | 0 | -6 | -5 | -8 | 89 | 23
COc1ccccc1NS(=O)(=O)c1cc(C(=O)NCCN2CCOCC2)ccc1Cl | -2 | 104 | 41 | 1 | 0.1 | 0 | -1 | -2 | 0 | 107 | 12
COc1ccc(Cc2nnc(SCC(=O)NC3CCCC3)o2)cc1 | -2 | 100 | 5 | 1 | 0.2 | -4 | -6 | 0 | -2 | 100 | 22
CC1(C)C(C=C(Cl)Cl)C1C(=O)N1CCN(c2ccccc2)CC1 (stereo unspecified) | 4 | 101 | 18 | 5 | -0.5 | 7 | -13 | -11 | -5 | 101 | 34

High-throughput results: PubChem, NMMLSC
